Bioassay records (PubChem)
PTHR1 ag = agonists of human PTHR1 parathyroid hormone receptor; actives 0.075% (n = 410,000); Q03431; HEK293 GP2 PTHR1 cells, GloSensor cAMP luminescence, 1 h; Potency, µM (highest dose often 115 µM), without a hit: at the top dose activation, usual class: activators; note: potency is the fitted concentration of half-maximal effect; nearly all actives have a fitted effect of over 55% in size; some results filed as inactive show a strong effect at the top dose; inactives centre near -15; many of its hits are not listed in these tables
Target sequence (Q03431 whole entry, looked up): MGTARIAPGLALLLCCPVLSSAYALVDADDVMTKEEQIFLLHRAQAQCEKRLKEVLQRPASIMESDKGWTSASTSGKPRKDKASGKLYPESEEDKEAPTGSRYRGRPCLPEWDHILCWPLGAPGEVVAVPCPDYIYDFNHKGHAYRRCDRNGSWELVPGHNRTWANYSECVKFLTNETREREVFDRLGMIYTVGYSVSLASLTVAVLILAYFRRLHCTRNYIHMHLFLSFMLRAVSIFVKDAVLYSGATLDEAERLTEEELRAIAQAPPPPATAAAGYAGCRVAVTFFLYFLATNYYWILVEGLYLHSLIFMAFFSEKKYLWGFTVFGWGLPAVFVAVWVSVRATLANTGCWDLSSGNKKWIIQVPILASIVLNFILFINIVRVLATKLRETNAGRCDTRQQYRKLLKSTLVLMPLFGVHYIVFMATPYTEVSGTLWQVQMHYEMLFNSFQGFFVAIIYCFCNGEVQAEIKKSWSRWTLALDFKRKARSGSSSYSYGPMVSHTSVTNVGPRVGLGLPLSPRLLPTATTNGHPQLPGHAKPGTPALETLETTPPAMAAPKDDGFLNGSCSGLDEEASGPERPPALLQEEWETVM
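HEK-293-derived GP2 cells expressing PTHR1 and a GloSensor cAMP reporter, 3,000/well, plated overnight, given luciferin plus IBMX (each 0.5 mM as added) for 1 h at 37 °C, then compound for 1 h at 37 °C. Luminescence was read after 15 min at room temperature.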
Abeta rescue = A-beta toxicity reversal in yeast; yeast expressing A-beta42, growth rescue, OD600, 48 h; response scale: 0% DMSO, 100% iron-clioquinol control; Potency, µM (doses to about 46.1 µM), without a hit: top-dose growth rescue, actives largely listed as activators; actives 0.063% (n = 410,000); AID 1347071; note: potency is the fitted concentration of half-maximal effect; nearly all actives have a fitted effect of over 55% in size
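Yeast A-beta toxicity model in growth medium with pinned compounds, 48 h at 30 C; growth read as absorbance at 600 nm. Normalized to FeCl3/clioquinol equimolar mix (positive) and DMSO (negative).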
GLP1R cytotox = cytotoxicity in counter-screen for GLP-1R inverse agonists; Potency, µM (top dose mostly 38.3 µM), for inactives: at the highest dose activity change, negative = inhibition, hits mostly inhibitors; actives 0.13% (n = 410,000); HEK293 cAMP-luciferase reporter cells, luminescence, 24 h; AID 624418;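 note: loss of luciferase light is scored as toxicity; potency is the fitted concentration of half-maximal effect; % is set by controls: 0 for no effect and ±100 for the full control effect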
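Seeding density was 200 cells/uL; after overnight-length (12 h) culture, 23 nL compounds went on for 24 h at 37 °C. Readout used a luciferase detection reagent, luminescence taken after 12 min at room temperature.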
pAkt inh = inhibitors of Akt phosphorylation. Neuro2A IGF-stimulated pAkt S473 HTRF, 20 min; active compounds read low. activity change, % for hits at 50 µM. actives 0.32% (n = 360,000). AID 651550; in the data active = activity change below about -80%; inconclusive = mostly about -51% to -80%; note: % is set by controls: 0 for no effect and ±100 for the full control effect
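Neuro2A cells (4,500/well, DMEM with 0.5% FBS) were treated with compound at a single 50 µM final concentration, stimulated with 6 nM IGF for 20 min at 37 °C, and lysed. Phospho-Akt Ser473 was read by HTRF as 665/615 ratio ×10^4.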
Mm-Cpn inhibitor = M. maripaludis TRiC chaperonin inhibition. purified Mm-Cpn ATPase, ADP Transcreener TR-FRET. Potency, µM (doses to about 76.9 µM), for inactives: top-dose activity, negative = inhibition, most hits filed as inhibitors. actives 0.031% (n = 330,000). AID 504842; note: potency is the fitted concentration of half-maximal effect; % is set by controls: 0 for no effect and ±100 for the full control effect; nearly all actives have a fitted effect of over 80% in size
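Compound-treated chaperonin, 25 nM final, turns over 10 uM ATP at 37°C for 30 min following a 10 min preincubation; ADP generated competes with ADP-d2 for Eu-cryptate antibody, lowering FRET.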
GLP-1R inv ag = inverse agonists of human GLP-1 receptor | HEK293 GLP-1R CRE-luciferase, luminescence, 24 h; GLP-1R form is constitutively active | Potency, µM (series often up to 38.3 µM), without a hit: top-dose activity change, negative = inhibition, actives largely listed as inhibitors | actives 1.6% (n = 410,000); note: potency is the fitted concentration of half-maximal effect; % is set by controls: 0 for no effect and ±100 for the full control effect; nearly all actives have a fitted effect of over 55% in size
Target sequence (P43220 whole entry, looked up): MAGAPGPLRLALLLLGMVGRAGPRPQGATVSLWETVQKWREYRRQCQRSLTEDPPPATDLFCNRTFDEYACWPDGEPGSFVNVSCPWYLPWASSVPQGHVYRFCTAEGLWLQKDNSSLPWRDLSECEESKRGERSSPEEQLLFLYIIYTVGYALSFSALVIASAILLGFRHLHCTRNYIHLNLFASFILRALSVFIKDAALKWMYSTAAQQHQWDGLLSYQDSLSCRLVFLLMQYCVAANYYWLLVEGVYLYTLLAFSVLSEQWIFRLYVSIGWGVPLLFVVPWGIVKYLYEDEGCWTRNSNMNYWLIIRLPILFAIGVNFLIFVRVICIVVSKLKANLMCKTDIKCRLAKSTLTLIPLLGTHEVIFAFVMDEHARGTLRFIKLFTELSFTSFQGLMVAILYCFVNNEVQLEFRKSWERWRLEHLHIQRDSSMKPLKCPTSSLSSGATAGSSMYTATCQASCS
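Luminescence readout: a drop in cAMP-driven luciferase signal flags inverse agonism at a constitutively active GLP-1R stably expressed in HEK293. Compound exposure lasted 24 hr at 37 deg C, 5% CO2.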
TDP-43 yeast inh = TDP-43 toxicity inhibition in yeast | Potency, µM (highest dose often 46.1 µM), inactives show at the top dose growth rescue (activation), usual class: activators | TDP-43 expressing yeast growth rescue, BacTiter-Glo, 24 h | actives 1.8% (n = 410,000); note: potency is the fitted concentration of half-maximal effect; % of control where 0% means no effect; nearly all actives have a fitted effect of over 50% in size
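In this qHTS, compounds that restore growth of yeast expressing TDP-43 appear as activators. Cells (OD600=0.02, galactose medium, raffinose-pregrown) are incubated with compound 24 hr at 30 deg C and growth is quantified by BacTiter-Glo.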
aSyn yeast inh = inhibitors of alpha-synuclein toxicity in yeast; actives 0.14% (n = 370,000); Potency, µM (series often up to 46.1 µM), for inactives: at the top dose growth rescue (activation), most hits filed as activators; Yeast expressing alpha-synuclein, growth rescue, BacTiter-Glo, 24 h; note: potency is the fitted concentration of half-maximal effect; % of control where 0% means no effect; nearly all actives have a fitted effect of over 65% in size
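Readout is rescue of growth in alpha-synuclein-expressing yeast, so inhibitors of toxicity appear as activators. Growth after 24 hr at 30 deg C in galactose medium is quantified by luminescence.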
FUS yeast rescue = FUS proteinopathy suppression in yeast. actives 0.24% (n = 390,000). AID 1347120. Potency, µM (highest dose often 76.6 µM), without a hit: at the top dose growth rescue (activation), usual class: activators. S. cerevisiae FUS-expressing, growth rescue, OD600, 24 h;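 note: potency is the fitted concentration of half-maximal effect; plate controls were DMSO vehicle for no effect and reference control for full effect; nearly all actives have a fitted effect of over 55% in size; some results filed as inactive show a strong effect at the top dose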
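Toxicity suppression screen in FUS-yeast. Cells induced with 2% galactose, starting OD 0.005, treated 24hr at 30C with compounds at multiple final concentrations; growth by OD600.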
Starred values were filed as active, the others as inactive; i = inactive; u = inconclusive; x = not tested or not shown; & = joins results of further samples; [ ] = remark or other dose. Unless noted, calls come from the whole dose curve; as a rule, active = well fitted curve in the direction sought with a large enough effect; inconclusive = small, poorly fitted or top-dose-only effect, or another doubt; inactive = no such curve, though single readings can be large; an effect the other way counts as inactive or inconclusive. This is a subset (hit frequency here may not be typical).

#	compound	GLP-1R inv ag	Mm-Cpn inhibitor	GLP1R cytotox	aSyn yeast inh	PTHR1 ag	FUS yeast rescue	pAkt inh	TDP-43 yeast inh	Abeta rescue
1	CNC(=S)NCC(O)c1ccc([N+](=O)[O-])cc1 (stereo not drawn)	-11%	-2%	4%	0%	u	27%	i	12%	-12%
2	CCN1CCCC1CNC(=O)C(NC(=O)C1CCC(C)CC1)C(C)C (stereo not drawn)	7%	1%	3%	-5%	-13%	x	i	6%	-5%
3	COc1ccc(OCC#CCn2ccnc2)cc1	18%	2%	4%	-3%	-31%[inhibitor]	-27%	i	6%	1%
4	COc1ccc(CNC(=O)COC(=O)CCN2C(=O)C3CC=CCC3C2=O)cc1OC (stereo not drawn)	8%	0%	7%	0%	-52%[inhibitor]	-11%	i	0%	8%
5	O=C(CN1C(=O)NC2(CCCCCCC2)C1=O)NCc1ccc(F)cc1	-19%	0%	2%	1%	-9%	4%	i	-14%	-14%
6	COc1ccc(-c2csc(=Nc3ccccc3)n2CCO)cc1F	-12%	x	8%	x	-26%	11%	x	13%	-14%
7	O=C(CNC(=O)Cn1ccc2ccccc2c1=O)NCCCN1CCN(c2cccc(Cl)c2)CC1	10µM*	0%	11%	15%	i	u	i	-8%	9%
8	CCN(C(=O)CSc1ccc2c(c1)OCCO2)C1CCS(=O)(=O)C1 (stereo not drawn)	12%	0%	-5%	0%	i	15%	i	5%	15%
9	CCc1nc2ccc(C(=O)NCCc3ccccn3)cn2c1N(CC)Cc1cccc(Br)c1	u	x	-11%	6%	-11%	-8%	i	20%	-2%
10	CC(Sc1ncnc2sccc12)C(=O)Nc1ccc(C(N)=O)cc1 (stereo not drawn)	33%[activator]	-5%	-7%	2%	-21%	-40%	i	4%	-4%
11	O=C(Cn1ncc2c(=O)oc3ccccc3c21)NCCCN1CCCC1=O	-10%	-2%	0%	-6%	-10%	-13%	i	-9%	-23%
12	COCCCN1CC(=O)N2C(c3ccc(OC)c(OC)c3)c3[nH]c4ccccc4c3C[C@H]2C1=O (stereo partly drawn)	-1%	0%	-5%	-1%	i	28%	i	5%	11%
13	CC(C)(C)N(Cc1ccccc1)C(=O)COC(=O)CNC(=O)c1ccco1	8%	4%	-13%	-4%	i	x	i	2%	3%
14	Cc1cn(S(=O)(=O)c2ccc(Cl)cc2)c(C)n1	-16%	-3%	1%	0%	-6%	0%	i	10%	11%
15	COc1ccc(OC)c(-c2nnc3n2N=C(c2ccc(OC(F)F)c(OCC4CC4)c2)CS3)c1	x	-3%	x	x	-6%	33%	x	x	7%
16	CC(C)c1nn2c(=O)cc(COC(=O)c3ccccc3NC(=O)COc3ccccc3)nc2s1	-3%	x	2%	x	i	8%	x	22%	15%
17	CCOC(=O)COc1ccc(S(=O)(=O)N2CCN(c3ccc(OC)cc3)CC2)cc1	-2%[7.66 µM]	-1%	-11%[7.66 µM]	7%	-21%	16%	i	12%[9.22 µM]	4%
18	CCOP(C)(=O)C1(C(=O)OCc2ccccc2)CC1 (stereo not drawn)	1%	0%	15%	0%	i	-38%	i	2%	10%[9.22 µM]
19	Cc1cccc(NC(=O)c2ccc(COc3cccc4ccccc34)o2)n1	u	-7%	-8%	-8%	-16%	31%	i	u	-14%
20	COc1ccc2nc(SCC(=O)N3CCNC3=O)[nH]c2c1	8%	-2%	2%	-6%	i	22%	i	6%	-3%
21	CSc1ccc(/C=C(\C#N)C(=O)Nc2cccc(C)c2)cc1	-1%	-4%	9%	-2%	i	-1%	i	2%	-10%
22	COC1CC(NC(C)=O)C(OC(=O)c2ccccc2)C(CBr)O1 (stereo not drawn)	0%	x	1%	8%	-22%	6%	i	-4%	-3%
23	COc1ccc(/C=N/N2CCN(c3ccc(Cl)cc3)CC2)cc1O	-10%	1%	-4%	-14%	-4%	-6%	i	-16%	-13%
24	CCCCNS(=O)(=O)CCNCCc1ccccc1	0%	1%	-5%	2%	-27%	-20%	i	18%	5%
25	CC(=O)N1N=C(c2ccco2)CC1c1cc2ccc(C)cc2nc1Cl (stereo not drawn)	-3%	3%	-7%	3%	-13%	13%	i	-3%	-7%
26	CC(=O)Nc1cccc(Nc2nc3ccccc3n3c(C)nnc23)c1	-28%	x	u	x	i	21%	x	11%	-7%
27	COc1cc(/C=N/Nc2cc(C)nc(NS(=O)(=O)c3ccccc3)n2)ccc1O	39%[activator]	1%	9%	-5%	-6%	2%	i	-15%	-17%
28	Cc1ccc(C(=O)NNC(=O)Cn2ccc(C(F)(F)F)n2)o1	0%	-1%	9%	1%	i	-2%	i	-6%	-9%
29	O=C(Cc1ccccc1)c1ccc(O)cc1	17%	x	1%	-4%	-10%	-11%	i	12%	u
30	CS(=O)(=O)c1cccc(S(=O)(=O)N2CCCCCC2)c1	-18%	1%	-20%	3%	i	2%	i	18%	1%
31	CCOC(=O)c1c(C)[nH]c(C)c1S(=O)(=O)N1CCC(C(=O)Nc2ccc(C)c(N(C)C)c2)CC1	-1%	x	1%	x	i	11%	x	28%	-3%
32	CCOC(=O)C(NCc1ccccc1OC)(NC(C)=O)C(F)(F)F (stereo not drawn)	10%	2%	-10%	-6%	-9%[57.5 µM]	9%	i	4%	1%
33	O=C(c1ccco1)c1cn[nH]c1-c1ccc(Cl)cc1O	-9%	2%	15%	-1%	-8%[57.5 µM]	34%	i	-2%	-16%
34	Cc1ccc(Cl)cc1-c1cc(C(=O)NCc2ccccc2)[nH]n1	u	x	0%	11%	i	9%	i	0%	-11%
35	C=CCNC(=O)c1ccc(CN(c2ccc(OCC)cc2)S(=O)(=O)c2ccc(C)cc2)cc1	u	1%	-2%	0%	i	5%	i	8%	6%
36	Cc1snnc1C(=O)NC(=S)Nc1ccccc1	0%	-1%	-11%	-14%	i	20%	i	-18%[1.82 µM]	16%
37	CCOC(=O)c1sc2nc3c(cc2c1N)C(=O)CC(C)(C)C3	15%	0%	-22%	0%	-9%	5%	i	25%	-3%
38	CCOC(=O)C1(C(F)(F)F)N=C(C(F)(F)F)Nc2ccccc21 (stereo not drawn)	4%	-4%	0%	-7%	17%[57.5 µM]	10%	i	7%	24%
39	CC1(C)CC(=O)C=C(NCCN2CCN(C(=S)Nc3ccc(F)cc3)CC2)C1	3%	1%	1%	1%	i	-1%	i	16%	3%
40	CC(C)COc1nc2ccccc2nc1N1CCN(C)CC1	u	1%	5%	-6%	-3%	2%	i	-2%	12%
41	COC(=O)c1ccc(CSc2nc3cc(Cl)ccc3o2)cc1	0%	0%	-15%	-11%	-46%[inhibitor]	2%	i	-13%	-9%
42	CN1CC=C2C(C#N)=C(N)C(C#N)(C#N)[C@H](c3ccoc3)[C@H]2C1	-23%	-9%	75%[activator]	-5%	i	-18%	i	-18%	-12%
43	O=C(OCC#CCSc1nnc(-c2cccc3ccccc23)o1)c1cccs1	-10%	-6%	-20%	15%&5%	i	2%	i	0%	16%
44	O=C(Nc1ccc(F)c(Cl)c1)C1CC2CCC1C2 (stereo not drawn)	u	x	-12%	-1%	-22%	13%	i	u	28%
45	Cc1nc(C(=O)NCC(=O)c2ccc(Cl)cc2)c(C(F)(F)F)o1	-13%	0%	1%	-2%	-16%	17%	i	-15%	-22%
46	CCOC(=O)c1[nH]ncc1CN1CCCC(C(=O)c2cc(Cl)ccc2OC)C1 (stereo not drawn)	-21%	-2%	-41%	-1%	-25%	-1%	i	14%	6%
47	COc1ccccc1NC(=O)CCC(=O)Nc1ccccc1OC	33%[activator]	-24%	11%	-8%	i	11%	i	0%	19%
48	O=C(CC1(O)C(=O)N(Cc2ccccc2Cl)c2ccccc21)c1ccco1 (stereo not drawn)	0%	-2%	-10%	2%	i	19%	i	0%	12%
49	O=C(NCc1ccc(F)cc1)C1CCC(CNc2c(N3CCCCC3)c(=O)c2=O)CC1 (stereo not drawn)	4%	-11%	-27%	-1%	i	-19%	i	7%	-9%
50	COc1ccc(/C=C/C(=O)NCC(=O)N=Nc2c(O)[nH]c3ccc([N+](=O)[O-])cc23)cc1	10%	0%	-13%	1%	i	7%	i	-3%	5%

New compounds follow.
#	compound	GLP-1R inv ag	Mm-Cpn inhibitor	GLP1R cytotox	aSyn yeast inh	PTHR1 ag	FUS yeast rescue	pAkt inh	TDP-43 yeast inh	Abeta rescue
51	CN=C1S/C(=C\c2cc(C)n(-c3ccccc3F)c2C)C(=O)N1C	0%	0%	9%	-5%	-47%[inhibitor]	25%	i	2%	4%
52	Cc1cccc(NC(=S)NCc2ccc(F)cc2)c1C	u	-2%	u	-3%	i	8%	i	u	u
53	CCOC(=O)c1c(C)[nH]c(C)c1S(=O)(=O)N(C)CC(=O)Nc1cc(Cl)ccc1C	-22%	x	4%	x	-16%	24%	x	25%	-2%
54	COc1ccc(C2CN=NC2C(=O)c2ccccc2)cc1 (stereo not drawn)	-13%	-12%	7%	1%	20%	14%	i	-8%	-3%
55	C#CCNC(=O)C1=C[C@@H](c2ccc(C(F)(F)F)cc2)C[C@@H](OCCCCO)O1	17%	x	2%	-2%	i	-4%	i	2%	-2%
